POLH inh – DNA polymerase eta (human) inhibition; Q9Y253; recombinant Pol eta, fluorescent DNA replication assay; Potency, µM (highest dose often 114 µM), inactives show at the highest dose activity change, negative = inhibition, usual class: inhibitors; hit rate 1.2% among 390,000; also: % is scaled to controls: 0 for no effect and ±100 for the full control effect
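Pol eta (10 nM) was preincubated with compounds for 15 min at room temperature, after which fluorescent replication substrate (50 nM final) was added to start the reaction. Fluorescence was read kinetically at 0 and 10 min.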
Pol beta inh – DNA polymerase beta (human) inhibition. Pol beta primer extension/strand displacement, fluorescence kinetic. Potency, µM (titrated, usually from 114 µM), for inactives: at the top dose activity change, negative = inhibition, hits mostly inhibitors. hit rate 1.3% among 340,000. AID 485314; also: % is scaled to controls: 0 for no effect and ±100 for the full control effect
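Values derive from four-parameter Hill fits of normalized kinetic data: reads at 0 and 10 min following addition of 50 nM substrate to 10 nM Pol beta preincubated 15 min with compound.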
JMJD2A Tudor – inhibitors of human JMJD2A Tudor domain; Potency, µM (doses to about 114 µM), inactives show at the highest dose activity change, negative = inhibition, actives largely listed as inhibitors; hit rate 4.4% among 390,000; AlphaScreen JMJD2A-Tudor / H3K4me3 peptide binding; O75164; AID 504339; also: % is scaled to controls: 0 for no effect and ±100 for the full control effect; nearly all actives have a fitted effect of over 50% in size
G9a block – G9a (human) methyltransferase inhibition. Q96KQ7. G9a H3K9 monomethylation, AlphaScreen, 2 h. Potency, µM (series often up to 102 µM), for inactives: at the top dose activity, negative = inhibition, hits mostly inhibitors. hit rate 8.8% among 350,000. AID 504332; also: % is scaled to controls: 0 for no effect and ±100 for the full control effect; nearly all actives have a fitted effect of over 75% in size
Target sequence (Q96KQ7 913-1193 limits assumed): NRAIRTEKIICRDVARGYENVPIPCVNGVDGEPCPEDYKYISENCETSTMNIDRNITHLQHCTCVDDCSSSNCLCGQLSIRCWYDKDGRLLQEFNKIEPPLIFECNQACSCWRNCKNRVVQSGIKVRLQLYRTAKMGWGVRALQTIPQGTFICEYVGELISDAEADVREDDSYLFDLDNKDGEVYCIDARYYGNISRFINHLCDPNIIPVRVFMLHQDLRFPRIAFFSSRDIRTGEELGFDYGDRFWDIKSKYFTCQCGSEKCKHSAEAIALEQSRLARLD
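Step 1: enzyme (final 20 nM) with compound, 15 min RT. Step 2: substrate peptide 500 nM and SAM 20 uM, 2 h RT. Step 3: anti-H3K9me1 antibody and AlphaScreen beads, 10 min, then plate read.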
Pol kappa inh – blocks human DNA polymerase kappa activity. Potency, µM (highest dose often 107 µM), without a hit: at the top dose activity, negative = inhibition, actives largely listed as inhibitors. hit rate 0.53% among 400,000. purified Pol kappa, fluorescent DNA synthesis assay, 10 min; also: % is scaled to controls: 0 for no effect and ±100 for the full control effect
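Enzyme at 10 nM met test compounds for 15 min at room temperature. Substrate addition (50 nM final) began the reaction, which was monitored by fluorescence at 0 and 10 min.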
APE1 inh – inhibitors of human APE1 endonuclease; P27695; recombinant APE1, TAMRA/BHQ-2 abasic DNA cleavage fluorescence; Potency, µM (highest dose often 65.8 µM), for the others: top-dose activity change, negative = inhibition, most hits filed as inhibitors; hit rate 0.35% among 350,000;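 also: plate controls were vehicle for no effect and reference inhibitor for full effect; nearly all actives have a fitted effect of over 55% in size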
Target sequence (P27695 whole entry, looked up): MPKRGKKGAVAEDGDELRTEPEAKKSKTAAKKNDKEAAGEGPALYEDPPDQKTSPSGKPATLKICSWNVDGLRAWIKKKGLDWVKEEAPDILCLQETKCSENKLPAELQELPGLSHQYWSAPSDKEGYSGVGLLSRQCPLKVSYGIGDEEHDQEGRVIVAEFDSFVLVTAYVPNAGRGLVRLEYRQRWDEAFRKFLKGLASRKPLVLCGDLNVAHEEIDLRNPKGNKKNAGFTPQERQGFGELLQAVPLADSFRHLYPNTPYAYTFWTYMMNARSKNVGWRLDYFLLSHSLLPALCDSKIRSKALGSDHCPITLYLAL
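Step 1: APE1 (0.75 nM) with compound, 15 min RT. Step 2: add 50 nM fluorophore/quencher THF duplex. Step 3: three fluorescence reads 60 s apart (525/598 nm); read 3 minus read 1 = reaction progress.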
BLM helicase inh – inhibitors of human Bloom syndrome helicase BLM; P54132; recombinant BLM DNA unwinding, fluorescence dequenching; Potency, µM (titrated, usually from 56.1 µM), for the others: at the top dose activity change, negative = inhibition, actives largely listed as inhibitors; hit rate 0.2% among 350,000; AID 2528;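 also: plate controls were vehicle for no effect and no enzyme for full effect; nearly all actives have a fitted effect of over 35% in size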
POLI inh – inhibitors of human DNA polymerase iota; AID 588590; Pol iota fluorescent replication assay, 10 min; hit rate 1% among 390,000; Potency, µM (titrated, usually from 115 µM), without a hit: top-dose activity, negative = inhibition, actives largely listed as inhibitors
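Fluorescent replication assay read twice, at 0 min and 10 min after adding 50 nM (final) substrate. Enzyme (10 nM) and compounds were first incubated 15 min at room temperature; enzyme-free buffer wells were negative controls.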
BAZ2B inh – inhibitors of human BAZ2B bromodomain; Potency, µM (top dose mostly 114 µM), for inactives: top-dose activity change, negative = inhibition, usual class: inhibitors; AID 504333; AlphaScreen BAZ2B-H3K14Ac peptide displacement; hit rate 4.4% among 360,000; also: % is scaled to controls: 0 for no effect and ±100 for the full control effect; nearly all actives have a fitted effect of over 60% in size
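In this displacement format the biotinylated H3(5-23) peptide acetylated at Lys14 serves as ligand at 50 nM, with BAZ2B at 50 nM in PBS pH 7.4 containing 0.01% Tween-20. Donor and acceptor beads are 10 ug/mL final.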
* marks the source's active call; other numbers are inactive results; & = joins results of further samples; [ ] = another dose, or the depositor's remark. Calls follow the shape of the dose curve; as a rule, active = well fitted curve in the direction sought with a large enough effect; inconclusive = small, poorly fitted or top-dose-only effect, or another doubt; inactive = no such curve, though single readings can be large; an effect the other way counts as inactive or inconclusive. Potency is read from the fitted curve at half-maximal effect. These rows are one share of the data; count on the stated rates, not on these rows.

Results for COc1ccc(C(=O)CSC2=NS(=O)(=O)c3cc(Cl)ccc3N2)cc1 ?
POLH inh: -10%; JMJD2A Tudor: -12%; G9a block: 56µM*; Pol kappa inh: -2%; APE1 inh: 10%; POLI inh: inconclusive; BAZ2B inh: 9%

How did Cc1cc(C)c(C)c(S(=O)(=O)NC2CCCCC2)c1C do in these assays?
POLH inh: -22%; Pol beta inh: 2%; JMJD2A Tudor: 9%; G9a block: 48%; Pol kappa inh: -5%; APE1 inh: 10%; BLM helicase inh: -7%; POLI inh: -11%; BAZ2B inh: 11%

How did Cc1ccc(S(=O)(=O)NC(=O)NC(=O)N(C)S(=O)(=O)c2ccc(C)cc2)cc1 do in these assays?
POLH inh: 5%; Pol beta inh: 0%; JMJD2A Tudor: -1%; G9a block: -45%; Pol kappa inh: 3%[60.1 µM]; APE1 inh: -6%; BLM helicase inh: -1%; POLI inh: 0%

What do the screens show for `O=C(NCc1ccccc1C(F)(F)F)C1CCC(=O)N(C2CC2)C1` (configuration not stated)?
POLH inh: 0%; Pol beta inh: 9%; JMJD2A Tudor: 0%; G9a block: 8%; Pol kappa inh: -1%; APE1 inh: 17%; BLM helicase inh: -2%; POLI inh: -29%; BAZ2B inh: -36%

What do the screens show for `CC(NC(=O)CCc1nnc(CCCc2ccccc2)o1)c1ccccc1` (configuration not stated)?
POLH inh: -7%; Pol beta inh: 17%; JMJD2A Tudor: -7%; G9a block: 1%[12.7 µM]; Pol kappa inh: -6%; APE1 inh: 14%; BLM helicase inh: -2%; POLI inh: 85%[activator]; BAZ2B inh: 1%

Results for COc1ccc(/C=C/C(=O)Nc2sc(C)c(C)c2C(=O)O)cc1 ?
POLH inh: 2%; Pol beta inh: 0%; JMJD2A Tudor: inconclusive; G9a block: -31%[59 µM]; Pol kappa inh: 3%; BLM helicase inh: 0%; POLI inh: -15%; BAZ2B inh: -37%

What do the screens show for `CCOC(=O)C1=CN(Cc2cccc(I)c2)S(=O)(=O)N(C)C1C` (configuration not stated)?
POLH inh: -4%; JMJD2A Tudor: 58%[activator]; Pol kappa inh: -9%; APE1 inh: 1%; POLI inh: -16%

Results for Cc1ccc(C)c(CN2C(=O)COc3ccccc32)c1 ?
POLH inh: -4%; Pol beta inh: 7%; JMJD2A Tudor: -5%; Pol kappa inh: -9%; APE1 inh: 0%; BLM helicase inh: -3%; POLI inh: 73%[activator]; BAZ2B inh: inconclusive

What do the screens show for `O=C(NCCn1ccc2ccccc21)c1ccc(S(=O)(=O)N2CCCCC2)cc1`?
POLH inh: -28%; Pol beta inh: inconclusive; JMJD2A Tudor: -16%; G9a block: inconclusive; Pol kappa inh: -3%; APE1 inh: 1%; BLM helicase inh: -1%; POLI inh: 11%; BAZ2B inh: 0%

Results for CCCCN(CCCC)CCNC(=O)c1cn(C)c2ccc(S(=O)(=O)N3CCCC3)cc2c1=O ?
POLH inh: -7%&-16%; Pol beta inh: 19%&-2%; JMJD2A Tudor: -6%&2%; G9a block: 17%[59 µM]; Pol kappa inh: -6%&-1%; APE1 inh: -19%; BLM helicase inh: -1%&0%; POLI inh: -13%&10%; BAZ2B inh: -6%

Results for Cc1c(C(=O)NCc2ccc3c(c2)OCO3)cccc1[N+](=O)[O-] ?
POLH inh: -28%; Pol beta inh: 13%; JMJD2A Tudor: -5%; G9a block: 20%[59 µM]; Pol kappa inh: 4%; APE1 inh: -12%; BLM helicase inh: 0%; POLI inh: 25%; BAZ2B inh: 7%

What do the screens show for `CCOC(=O)C(C)Sc1nnc(CNC(=O)c2ccc(OC)cc2)n1C1CCCCC1` (configuration not stated)?
POLH inh: -23%; Pol beta inh: 31%; JMJD2A Tudor: -14%; G9a block: -10%; Pol kappa inh: 1%; APE1 inh: 0%; BLM helicase inh: -2%; POLI inh: 3%; BAZ2B inh: -3%

What do the screens show for `CCC(=O)NCCCCCCNC(=O)CC`?
POLH inh: -4%; Pol beta inh: -28%; JMJD2A Tudor: 8%; G9a block: 23%; Pol kappa inh: -4%; APE1 inh: 3%; BLM helicase inh: 0%; POLI inh: -16%; BAZ2B inh: 5%

Results for O=C(Nc1cc(C(F)(F)F)ccc1Cl)C(Sc1nnc(-c2cccs2)o1)c1ccccc1 (configuration not stated) ?
POLH inh: -23%; Pol beta inh: -16%[57.1 µM]; JMJD2A Tudor: -21%; G9a block: 7.1µM*; Pol kappa inh: -7%; APE1 inh: 0%; BLM helicase inh: -3%; POLI inh: 17%; BAZ2B inh: -5%

What do the screens show for `O=C(CSC1=NCCS1)Nc1ccnc2ccccc12`?
POLH inh: -2%; Pol beta inh: 1%; JMJD2A Tudor: -6%; G9a block: 12%[12.7 µM]; Pol kappa inh: -1%; APE1 inh: 10%; BLM helicase inh: 3%; POLI inh: 17%; BAZ2B inh: -4%

Results for CC(=NO)c1ccc2c(c1)C(=NO)c1ccccc1-2 ?
POLH inh: -3%; JMJD2A Tudor: -22%; Pol kappa inh: -24%; POLI inh: 33%[activator]

How did O=C(NCCc1csc(-c2cccnc2)n1)c1ccccc1 do in these assays?
POLH inh: -11%&-11%; Pol beta inh: 3%&9%; JMJD2A Tudor: -4%; G9a block: 0%&-17%[59 µM]; Pol kappa inh: -2%[60.1 µM]; APE1 inh: -5%; BLM helicase inh: 0%&-11%; POLI inh: 8%&17%; BAZ2B inh: 1%&-6%

Results for Cc1ccc(NC(=O)c2cccc(C(F)(F)F)c2)cc1NC(=O)c1[nH]cnc1C(N)=O ?
POLH inh: -17%; JMJD2A Tudor: inconclusive; G9a block: 3%[0.501 µM]; Pol kappa inh: 2%; APE1 inh: 2%; POLI inh: 6%; BAZ2B inh: 56µM*

How did CC1(C)NC(=O)N(CCCOc2ccc(Br)cc2Cl)C1=O do in these assays?
POLH inh: -15%; Pol beta inh: 1%; JMJD2A Tudor: 1%; G9a block: -33%[12.7 µM]; Pol kappa inh: -1%; APE1 inh: 2%; BLM helicase inh: -1%; POLI inh: -11%[58.9 µM]; BAZ2B inh: -14%

Results for CC(=O)c1nn(-c2ccc(Cl)cc2)c(=O)[nH]c1=O ?
POLH inh: -7%; Pol beta inh: 41%; JMJD2A Tudor: -11%; G9a block: 2%; Pol kappa inh: -11%; APE1 inh: 7%; BLM helicase inh: -1%; POLI inh: -14%; BAZ2B inh: 3%

Molecules from the list above with a CF3 group, in the order listed:
What do the screens show for `O=C(NCc1ccccc1C(F)(F)F)C1CCC(=O)N(C2CC2)C1` (configuration not stated)?
POLH inh: 0%; Pol beta inh: 9%; JMJD2A Tudor: 0%; G9a block: 8%; Pol kappa inh: -1%; APE1 inh: 17%; BLM helicase inh: -2%; POLI inh: -29%; BAZ2B inh: -36%

Results for O=C(Nc1cc(C(F)(F)F)ccc1Cl)C(Sc1nnc(-c2cccs2)o1)c1ccccc1 (configuration not stated) ?
POLH inh: -23%; Pol beta inh: -16%[57.1 µM]; JMJD2A Tudor: -21%; G9a block: 7.1µM*; Pol kappa inh: -7%; APE1 inh: 0%; BLM helicase inh: -3%; POLI inh: 17%; BAZ2B inh: -5%

Results for Cc1ccc(NC(=O)c2cccc(C(F)(F)F)c2)cc1NC(=O)c1[nH]cnc1C(N)=O ?
POLH inh: -17%; JMJD2A Tudor: inconclusive; G9a block: 3%[0.501 µM]; Pol kappa inh: 2%; APE1 inh: 2%; POLI inh: 6%; BAZ2B inh: 56µM*

(next part)
How did O=c1cc(-c2ccccc2)nc(SCCOc2ccccc2Cl)[nH]1 do in these assays?
POLH inh: -11%; Pol beta inh: -9%; JMJD2A Tudor: -3%; G9a block: 19%; Pol kappa inh: 8%; APE1 inh: -6%; BLM helicase inh: -4%; POLI inh: 10%; BAZ2B inh: -9%

How did O=C1CSC(=Nc2ccccc2[N+](=O)[O-])N1 do in these assays?
POLH inh: -9%; Pol beta inh: -4%; JMJD2A Tudor: -4%; G9a block: 0%; Pol kappa inh: -6%; APE1 inh: 5%; BLM helicase inh: 3%; POLI inh: 41%[activator]; BAZ2B inh: -18%

How did Cc1ccc(S(=O)(=O)c2nc(-c3ccc(F)cc3)oc2SCC(=O)NCC2CCCO2)cc1 (configuration not stated) do in these assays?
POLH inh: -18%; Pol beta inh: 10%; JMJD2A Tudor: -10%; G9a block: inconclusive; Pol kappa inh: -5%; APE1 inh: inconclusive; BLM helicase inh: -9%; POLI inh: 19%; BAZ2B inh: 5%

Results for CCCC1(CCC)C(=O)NC(=NCCc2ccc(OC)c(OC)c2)NC1=O ?
POLH inh: -11%; Pol beta inh: 21%; JMJD2A Tudor: -3%; G9a block: inconclusive; Pol kappa inh: -2%; APE1 inh: 8%; BLM helicase inh: 3%; POLI inh: 93%[activator]; BAZ2B inh: -31%

How did CCc1ccc(NC(=O)c2cc(Br)ccc2Br)cc1 do in these assays?
Pol beta inh: 4%; G9a block: 16%; APE1 inh: -1%; BLM helicase inh: -15%; BAZ2B inh: 2%

How did CCNC(=S)NNC(=O)CSc1nc2ccccc2[nH]1 do in these assays?
POLH inh: -6%; Pol beta inh: -1%; JMJD2A Tudor: -21%; G9a block: 45µM*; Pol kappa inh: -1%; APE1 inh: 3%; BLM helicase inh: 4%; POLI inh: 89%[activator]; BAZ2B inh: -27%

Results for Cc1nc(SCc2nc3ccc(Br)cc3[nH]2)c2oc3ccccc3c2n1 ?
POLH inh: 0%; JMJD2A Tudor: -31%; Pol kappa inh: 6%; APE1 inh: -4%; POLI inh: inconclusive

What do the screens show for `S=C(Nc1ccccc1)N1CCn2c(nc3ccccc32)C1`?
POLH inh: -13%; Pol beta inh: 49%; JMJD2A Tudor: -7%; G9a block: inconclusive; Pol kappa inh: 2%; APE1 inh: 15%; BLM helicase inh: 0%; POLI inh: 18%

Results for Cc1cc(O)c2c(C)c(CC(=O)N3CCN(C(=O)C4COc5ccccc5O4)CC3)c(=O)oc2c1 (configuration not stated) ?
POLH inh: 0%; Pol beta inh: 37%; JMJD2A Tudor: -17%; G9a block: -42%; Pol kappa inh: -16%; APE1 inh: 57%[activator]; BLM helicase inh: -1%; POLI inh: -7%; BAZ2B inh: 2%

How did CC1c2ccsc2CCN1S(=O)(=O)c1ccccc1 (configuration not stated) do in these assays?
POLH inh: -13%; Pol beta inh: -1%; JMJD2A Tudor: 14%; G9a block: 77%[activator][59 µM]; Pol kappa inh: -14%; APE1 inh: 2%; BLM helicase inh: -14%; POLI inh: 12%; BAZ2B inh: 34%
